# Screening results deposited in PubChem by several laboratories.
# SR-BI DiI-HDL act: enhances SR-BI lipid uptake from DiI-HDL; CHO ldlA[mSR-BI] cells, DiI-HDL uptake fluorescence, 3 h; 100 = double the neutral-control signal; actives 0.096% (n = 320,000); activation, % at 12.5 µM;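 active = mean replicate activation of at least 60% and every replicate at or above 60%; inconclusive = mean or all-replicate condition met, but not both; inactive = mean below 60% and not all replicates reaching 60%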;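 also: 0% = median plate neutral-control signal and 100% = twice that signal; values of inactives mirror those of a sister screen read the other way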
#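 System: CHO ldlA[mSR-BI] cells / Medium: HEPES-buffered (25 mM, pH 7.4) F12 plus 0.5% BSA / Probe or stimulus: labelled HDL, 10 µg/mL / Doses: single compound concentration, delivered by pin transfer / Schedule: 3 h, 37 °C / Measured by: DiI fluorescence, bottom read / Measure: cell-associated DiI fluorescence as measure of HDL uptake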
# CDK5 p35 inh: CDK5/p35 (human) kinase inhibition | inhibition, % at 10 µM | Q00535+Q15078 | AID 488839 | Recombinant CDK5/p35, ADP-Glo luminescence, 60 min | actives 0.01% (n = 330,000);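 active = highest replicate inhibition of at least 50% and at least 75% of replicates reaching 50%; inconclusive = only one of the two criteria met; inactive = both criteria failed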;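 also: plate controls were DMSO neutral control for no effect and GW8510 at 10 µM for full effect; many of its hits are not listed in these tables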
# Target sequence (Q00535 whole entry, looked up): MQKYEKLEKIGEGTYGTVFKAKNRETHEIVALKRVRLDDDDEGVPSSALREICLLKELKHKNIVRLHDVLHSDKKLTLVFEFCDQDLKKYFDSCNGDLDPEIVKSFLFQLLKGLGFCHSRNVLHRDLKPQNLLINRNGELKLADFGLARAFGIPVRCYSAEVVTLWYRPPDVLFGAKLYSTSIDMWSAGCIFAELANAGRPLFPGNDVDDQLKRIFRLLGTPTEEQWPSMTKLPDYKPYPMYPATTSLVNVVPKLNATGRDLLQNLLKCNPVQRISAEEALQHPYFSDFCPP
# Target sequence (Q15078 whole entry, looked up): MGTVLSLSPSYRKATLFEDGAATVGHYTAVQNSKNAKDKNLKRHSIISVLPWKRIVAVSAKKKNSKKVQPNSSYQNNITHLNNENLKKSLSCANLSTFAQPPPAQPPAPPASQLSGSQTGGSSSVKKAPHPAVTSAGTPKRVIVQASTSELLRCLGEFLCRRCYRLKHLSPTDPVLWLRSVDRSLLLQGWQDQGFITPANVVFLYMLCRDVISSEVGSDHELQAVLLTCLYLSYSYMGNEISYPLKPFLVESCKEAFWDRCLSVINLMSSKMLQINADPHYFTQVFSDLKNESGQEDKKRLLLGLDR
# PvdQ acylase: blocks Pseudomonas aeruginosa PvdQ acylase activity; actives 0.063% (n = 340,000); inhibition, % at 10 µM; purified PvdQ acylase, fluorescence plate reader; AID 488965; in the data active = inhibition above about 30%, passing the limit was not always enough; inconclusive = no clear call, values can overlap the other calls;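 also: 0% = vehicle neutral wells and 100% = reference inhibitor wells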
# Rtt109 Vps75: C. albicans Rtt109 histone acetyltransferase inhibition. Q5AAJ8. purified Rtt109/Vps75, ThioGlo CoA-SH fluorescence, 4 h. actives 0.16% (n = 330,000). AID 540336. inhibition, % at 34.9 µM;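 active = inhibition of at least 50% in every replicate; inconclusive = best replicate reaches 50% inhibition but some replicates fall short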
# Target sequence (Q5AAJ8 whole entry, looked up): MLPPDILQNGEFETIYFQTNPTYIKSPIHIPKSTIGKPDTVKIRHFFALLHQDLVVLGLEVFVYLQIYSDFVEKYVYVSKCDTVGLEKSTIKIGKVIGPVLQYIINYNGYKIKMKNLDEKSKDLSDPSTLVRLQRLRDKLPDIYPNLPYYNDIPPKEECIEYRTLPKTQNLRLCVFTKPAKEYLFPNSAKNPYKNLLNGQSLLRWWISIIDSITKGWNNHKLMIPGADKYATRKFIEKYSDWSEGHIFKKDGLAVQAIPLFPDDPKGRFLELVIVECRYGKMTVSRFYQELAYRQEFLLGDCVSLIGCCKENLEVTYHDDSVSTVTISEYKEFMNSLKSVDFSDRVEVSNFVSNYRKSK
# HTR5A ag ctr: HTR5A agonism, opioid heterodimer counter-screen; activation, % at 9.3 µM; HTR5A agonist assay, luminescence, cell-based; actives 0.61% (n = 340,000); AID 504692; P47898; in the data active = activation mostly above about 9.5%, no sharp cut-off; inactive = mostly below about 7.6%;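 also: 0% = cells with vehicle only and 100% = reference agonist; strong numbers were not always called active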
# SR-BI HDL uptake: mouse SR-BI HDL lipid transfer inhibition. AID 488896. actives 0.96% (n = 320,000). ldlA[mSR-BI] CHO cells, DiI-HDL uptake fluorescence, 3 h. inhibition, % at 12.5 µM;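 active = mean replicate inhibition of at least 70% and a set share of replicates each scoring 70 or more; inconclusive = meets just one of the two criteria; inactive = fails both criteria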;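 also: 0% = median of neutral control wells and 100% = median of positive control wells; values of inactives mirror those of a sister screen read the other way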
# Wnt act: Wnt/beta-catenin pathway activation | AID 743398 | activation, % at 9.35 µM | actives 1.2% (n = 300,000) | Wnt/beta-catenin reporter cell assay, activator, plate reader; in the data active = activation above about 30%, passing the limit was not always enough; inconclusive = no clear call, values can overlap the other calls;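 also: 0% = neutral control wells and 100% = positive control wells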
# dFosB act: activators of mouse delta FosB homodimer; P13346; purified delta FosB, TAMRA-CDK5 oligo fluorescence polarization; percent of positive-control signal above neutral wells; activation, % at 25 µM; actives 0.99% (n = 340,000); AID 493131;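 active = mean activation above about 17%, with every replicate also reaching it, limit read from the data, passing the limit was not always enough; inconclusive = only one of the two conditions met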;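 also: fluorescence polarization rise as delta FosB binds a TAMRA Cdk5 AP-1 oligo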
# MITF act: activators of MITF-driven TRPM1 promoter activity in SK-MEL-5 cells; activation, % at 12.5 µM; actives 0.75% (n = 300,000); SK-MEL-5 TRPM1-promoter luciferase, 24 h; % of positive control, neutral wells = 0;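 active = mean activation of at least 80% with every replicate also reaching 80%; inconclusive = mean reaches 80% but some replicate falls short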;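 also: 0% = neutral control wells and 100% = parthenolide positive control wells; values of inactives mirror those of a sister screen read the other way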
# RTF Ca sens act: cardiac RTF calcium sensitization. IANBD-labeled TnC RTF fluorescence at EC20 calcium; 0% EC20 calcium, 100% full calcium. activation, % at 7.2 µM. actives 0.24% (n = 340,000). AID 493008;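 active = activation above the mean over all tested compounds plus 3 SD, cut at about 30% in these data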;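 also: rise in fluorescence read as greater calcium sensitivity of cardiac thin filaments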
# * hit, by the source's call; ? = inconclusive; · = no result given; & = joins results of further samples. Rows are unselected. Share with any hit: about 4.4%.
SMILES,SR-BI DiI-HDL act,CDK5 p35 inh,PvdQ acylase,Rtt109 Vps75,HTR5A ag ctr,SR-BI HDL uptake,Wnt act,dFosB act,MITF act,RTF Ca sens act
COC(=O)C1=C(C)NC(C)=C(C(=O)OC)C1c1ccc(-c2cccc([N+](=O)[O-])c2)o1,-29,2.8,9,-5,3,29,-1,-1,19,1
O=C(Nc1ccc([N+](=O)[O-])cc1Cl)c1cc(Cl)ccc1O,-39,-2.7,-6,-2,7,39,-22,-1,-74,-4
CNC(=O)CN(c1cc([N+](=O)[O-])ccc1OC)S(C)(=O)=O,22,0.5,25,24,-1,-22,·,1,11,4
Cc1ccc(S(=O)(=O)N2CCN(CC(=O)N/N=C/c3ccc(C)o3)CC2)cc1,30,-2.3,-10,3,0,-30,·,-7,10,0
Nn1c(SCC(=O)NCCc2ccc(F)cc2)nnc1C1CCCCC1,24,-0.3,-8,-7,1,-24,2,3,-2,-5
O=C(NCc1ccccn1)C1CCN(S(=O)(=O)c2ccccc2F)CC1,28,0.6,-10,-2,4,-28,1,-1,-2,-3
CC1CCN(c2c(NCc3ccc(C(=O)NCCc4ccc(Cl)cc4)cc3)c(=O)c2=O)CC1,·,-0.5,-8,-1,3,·,-5,1,-12,-2
CCOc1ccc(S(=O)(=O)N2CCC(C(=O)OC(C)C(=O)NC3CCCCC3C)CC2)cc1 (stereo not given),-15,-1.1,19,-1,-3,15,-2,-5,-4,0
Cc1cc(C)c(OCC(=O)Nc2ccc3c(c2)OCO3)cc1C,-3,-0.7,-2,2,7,3,·,2,·,-4
Cn1c(N)c(C(=O)CSc2nc(C3CC3)n(-c3ccccc3)n2)c(=O)[nH]c1=O,27,0.8,-13,2,4,-27,1,-7,-1,6
CCOc1ccccc1C(=O)N/N=C/c1ccoc1,-12,-1.9,-8,-2,0,12,0,-4,-19,-11
Cc1cc(C)c(S(=O)(=O)NCc2cn3c(C)csc3n2)c(C)c1,-5,-0.3,-16,-4,-1,5,·,1,-1,2
Cc1oc2c(CN3CCCC3)c(O)ccc2c(=O)c1-c1ccc(Cl)cc1,22&1,-2.3,-5&-35,-27&-5,4,-22&-1,-2,-3,13,-3
CCOc1ccc(NS(=O)(=O)c2ccc(Cl)c(C(=O)N(C)Cc3cccnc3)c2)cc1,-1,-6.6,-5,4,1,1,2,-12,1,0
COc1ccc(C2C(C(=O)NCc3ccccc3)=C(C)Nc3ncnn32)cc1OC (stereo not given),6,-0.4,-12,-1,0,-6,·,-5,3,6
Cc1ccc(C2=NNC(=O)C(c3ccc(Cl)cc3)C2)cc1 (stereo not given),-2,0.5,-13,-1,-5,2,-2,-8,-2,-2
CCOC(=O)C(C)Sc1nc2ccccc2c(=O)n1CC (stereo not given),1,0.6,-14,0,4,-1,0,-10,·,3
COc1cccc(N/C=C(\C#N)c2ccc(OCCCF)cc2)c1,-30,0.2,-7,-14,-2,30,·,-6,30,-2
O=C(NN1C(=O)C2C3C=CC(C3)C2C1=O)c1cccc(Cl)c1 (stereo not given),21,1.3,-17,0,8,-21,·,0,4,4
CNC(=O)c1nnn(-c2ccccc2)c1C(=O)NC,4,0.8,-16,6,8,-4,·,-4,-2,-1
COc1ccc(-c2coc3cc(OC(C)=O)c(OC)cc3c2=O)cc1,9,-1.4,-9,-12,1,-9,1,-11,52,7
Cc1ccccc1NC(=O)Cc1nc(COC(=O)CCC(=O)c2ccccc2)cs1,-6,0.6,4,-1,4,6,-5,-5,3,-2
Cn1c(/C(C#N)=C/c2ccc(O)cc2)nc2ccccc21,6,-0.7,-8,3,-4,-6,25,-2,61,1
CC(C)NC(=O)NC(=O)CN1c2cccc3cccc(c23)S1(=O)=O,·,1.6,-9,1,-2,·,0,-15,-31,-4
Cc1ccccc1Cn1cc(NC(=O)c2cc(-c3cccs3)on2)cn1,-12,0.0,-12,1,3,12,2,4,-2,-2
COc1cc(C2NC(=O)NC(C)=C2C(=O)OC(C)(C)C)ccc1OCC(N)=O (stereo not given),6,2.5,-11,9,3,-6,·,-6,0,4
O=C(CSc1nnc(Cc2ccccc2)n1-c1ccccc1)NNC(=O)Cc1ccccc1,3,-2.3,-17,-2,4,-3,·,-16,0,13
Cc1c(Cl)c(-c2n[nH]c(=S)n2CC(C)C)nn1C,1,-1.2,-10,2,-6,-1,0,-6,-4,0
C[C@H](NS(=O)(=O)c1ccc2c(c1)OCCCO2)C(=O)N1CCN(c2ccc(F)cc2)CC1,6,0.5,3,2,4,-6,-2,-10,-3,-8
O=C(CCNC(=O)c1ccccc1)NNC(=O)COc1ccccc1Cl,35,-0.9,-18,0,1,-35,-6,-6,-13,2
C/C(N)=C(/C#N)C(=O)COC(=O)C1CCN(C(=O)c2ccc(Cl)cc2)CC1,-2,-0.3,-7,1,3,2,-2,1,-1,1
CC(=O)/C(=C\N(C)C)Sc1ccc(Cl)cc1,15,-3.8,9,-13,0,-15,1,1,-8,13
Cc1nc2scc(C)n2c(=O)c1S(=O)(=O)Nc1ccc(N2CCOCC2)cc1,·,0.4,-3,-2,9,-11,13,3,-6,-3
O=C(NCCCc1ccccc1)c1cccc(NC(=O)C2CCCC2)c1,-29,-0.3,-23,3,-1,29,-4,3,7,-5
CCC1Cc2c(nc(N)c3c(N)nc(N4CCOCC4)c(C#N)c23)O1 (stereo not given),-28,-1.2,-6,-3,-3,28,-1,-7,-10,6
Cc1cc(C)n2nc(C(=O)OCC(=O)NNC(=O)c3ccc(Cl)cc3)nc2n1,10,-2.2,1,1,2,-10,-1,0,5,3
COc1cccc(C(=O)NC(=O)Nc2cc(C)[nH]n2)c1,·,-0.5,-7,-2,1,·,3,-2,47,-4
Cc1cccc(CSC2=NCCN2C(=O)c2ccc(Br)o2)c1,-5,-0.3,-13,-5,1,5,-4,-18,12,3
Cc1cccc(C)c1NC(=O)COC(=O)c1ccc2[nH]c3c(c2c1)CCCC3,·,-2.5,0,32,1,·,1,-6,16,2
COc1ccc(C(=O)C(C)OC(=O)c2cccc(S(=O)(=O)Nc3c(C)n(C)n(-c4ccccc4)c3=O)c2)cc1 (stereo not given),4,-2.1,-14,-1,2,-4,0,-6,-1,0
COc1ccc(N2CCN(C(=O)C(NC(=O)c3c(F)cccc3F)C(C)C)CC2)cc1 (stereo not given),4,1.2,-11,2,-3,-4,-3,-12,4,-4
COc1ccc(CN2CCN(CCc3ccccc3)C(CCO)C2)cc1Cn1cncn1 (stereo not given),14,-2.2,1,·,4,-14,-6,5,-2,-4
CCn1nccc1C(=O)Nc1ccc(Cl)cn1,11,0.2,2,-3,-4,-11,21,3,46,-7
CCOc1ncccc1C(=O)OCC(=O)c1ccc(Br)s1,-6,1.4,7,22,5,6,-1,-11,4,-1
COc1ccc(-n2cnc3cc(NCc4ccccn4)ccc32)cc1,-18,3.5,0,2,6,18,3,-10,7,-1

# Whole records from above:
# CCC1Cc2c(nc(N)c3c(N)nc(N4CCOCC4)c(C#N)c23)O1 (stereo not given) in the list: SR-BI DiI-HDL act: -28; CDK5 p35 inh: -1.2; PvdQ acylase: -6; Rtt109 Vps75: -3; HTR5A ag ctr: -3; SR-BI HDL uptake: 28; Wnt act: -1; dFosB act: -7; MITF act: -10; RTF Ca sens act: 6
# COc1ccc(CN2CCN(CCc3ccccc3)C(CCO)C2)cc1Cn1cncn1 (stereo not given) in the list: SR-BI DiI-HDL act: 14; CDK5 p35 inh: -2.2; PvdQ acylase: 1; Rtt109 Vps75: ·; HTR5A ag ctr: 4; SR-BI HDL uptake: -14; Wnt act: -6; dFosB act: 5; MITF act: -2; RTF Ca sens act: -4

# Other compounds:
SMILES,SR-BI DiI-HDL act,CDK5 p35 inh,PvdQ acylase,Rtt109 Vps75,HTR5A ag ctr,SR-BI HDL uptake,Wnt act,dFosB act,MITF act,RTF Ca sens act
OCCNCc1cc(Br)ccc1OCc1ccc(Cl)cc1Cl,·,-0.4,6,?,-1,15,·,-14,-19,3
COc1ccc(-c2n[nH]c(=S)n2-c2ccc(C)cc2)cc1,11,0.0,-9,-1,-2,-11,2,-6,3,-1
CCN(CC(=O)NCc1ccc(F)cc1)C(=O)C1CC1C (stereo not given),·,-1.2,-7,3,5,·,-2,-8,-5,-2
COc1ccc(-c2c(C#N)c(SCC(=O)c3cc4ccccc4oc3=O)nc(C)c2C(=O)Nc2ccccc2)cc1,-24,1.1,-2,-6,2,24,-2,-15,-41,6
COc1ccc(S(=O)(=O)N(C)CC(=O)N2CCC(C(N)=O)CC2)cc1,10,-0.7,-6,14,0,-10,1,-3,-3,2
CC(=O)Nc1cccc(-c2nnc3n2CC(C)S3)c1 (stereo not given),23,-3.0,-5,-4,4,-23,-5,-7,-15,12
CCN(CC)S(=O)(=O)c1ccc2oc(C(=O)N3CCCCCC3)c(C)c2c1,-42,-0.5,-2,2,1,42,·,-5,-2,-1
CC(C)c1ccc(NC2CCCN(C(=O)CN3CCOC3=O)C2)cc1 (stereo not given),18,-0.5,-16,-11,4,-18,-3,7,-17,-5
CC(=O)c1cccc(NC(=O)C(OC(=O)c2cccc(S(=O)(=O)N(C)c3ccccc3)c2)c2ccccc2)c1 (stereo not given),-5,-0.9,-17,-6,-9,5,-2,0,-7,2
O=C(O)c1ccccc1SCc1csc(-c2ccccc2)n1,15,0.5,-7,3,-4,-15,5,-2,-5,-7
CC(C)CCNC(=O)C(c1ccco1)N(C(=O)Cn1nnc2ccccc21)c1ccc2c(c1)OCO2 (stereo not given),34,-2.1,9,11,-3,-34,·,4,-8,-2
Cc1nnc(SCCCCSc2nnc(C)c(=O)[nH]2)[nH]c1=O,16,-0.6,7,19,0,-16,-3,-3,-7,4
CCOc1ccc(CCNC(=O)Cn2cccc2C(=O)c2ccccc2C)cc1OCC,-54,1.4,-16,1,1,54,-4,-8,-4,-14
Cc1ccc2c(c1)NC(=O)c1cccnc1N2,-8,1.1,-4,-5,2,8,1,3,52,7
COc1ccc(NC(=O)N(Cc2cc3ccc(OC)cc3[nH]c2=O)CC2CCCO2)cc1 (stereo not given),-34,-1.3,5,1,2,34,-10,-2,-28,0
CCN(CC)C(c1ccc(F)cc1)c1nnnn1CC1CCCO1 (stereo not given),1,0.9,-11,2,0,-1,·,2,7,3
O=C(c1cccc(-n2cccc2)c1)N1CCN(S(=O)(=O)c2ccccc2Br)CC1,-2,-4.4,-11,2,-1,2,-1,4,8,-2
c1ccc(-c2cnc(-c3cccnc3)o2)cc1,-20,0.7,0,-5,1,20,·,-16,60,-5
COc1ccc(-c2cc(=O)c3ccccc3o2)cc1,26,-2.1,-16,-10,-4,-26,-2,-39,70,1
Cc1ccnn1CC(=O)N/N=C/c1ccc2c(c1)OCO2,41,-0.7,6,-3,-1,-41,·,4,7,-9
CCOCCCNC(=S)N1CCN(c2nc(-c3ccccc3)cs2)CC1,-41,2.2,-8,-2,4,41,-3,-13,·,4
